Assay outcomes deposited in PubChem by National Center for Advancing Translational Sciences (NCATS).
Mito fusion act = inhibitors of mitochondrial division or activators of mitochondrial fusion. S. cerevisiae fusion-defective mutant growth rescue, CellTiterGlo 48 h. Potency, µM (top dose mostly 46.1 µM), inactives show at the highest dose growth rescue (activation), usual class: activators. 0.23% of 320,000 active. AID 485298;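 further: potency means the concentration at half of the fitted maximal effect; % of control where 0% means no effect; nearly all actives have a fitted effect of over 45% in size; temperature-sensitive fusion mutants such as fzo1-1 at 37 °C on non-fermentable ethanol glycerol medium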
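Yeast fusion mutant, YPEG (non-fermentable carbon), compound, 48 h at 37C non-permissive; CellTiterGlo added, 10 min RT, luminescence read. Rescued growth = division inhibition.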
NPC1 prom act = activators of NPC1 promoter; Huh7 NPC1 promoter luciferase reporter, 24 h; Potency, µM (highest dose often 9.22 µM), for the others: at the top dose activation, hits mostly activators; 2.4% of 320,000 active; AID 485313;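 further: potency means the concentration at half of the fitted maximal effect; % of control where 0% means no effect; nearly all actives have a fitted effect of over 60% in size; reporter is driven by a mutant NPC1 promoter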
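Stably transfected Huh7 (NPC1 promoter→luciferase), 1500 cells/well in Opti-MEM + 10% FBS, 2 h settle, then compound 24 h at 37 °C. Luminescence after 10 min with Amplite reagent.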
ELG1 repair inh = inhibitors of ELG1-dependent DNA repair in HEK293T cells; HEK293T ELG1-luciferase reporter, luminescence, 16 h; DNA damage induced by 5-fluorouridine; Potency, µM (top dose mostly 46.1 µM), for inactives: top-dose activity change, negative = inhibition, hits mostly inhibitors; 2.3% of 330,000 active; further: potency means the concentration at half of the fitted maximal effect; on the % scale 0 is the no-effect control and ±100 the full control effect; nearly all actives have a fitted effect of over 55% in size
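In this reporter screen, reduction of luminescence relative to DMSO vehicle indicated activity. Compounds and 5-fluorouridine were added together to 2,000 cells per well, incubated for 16 hr at 37 °C, then developed with ONE-Glo.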
Rab9 prom act = activators of Rab9 promoter; Huh7 Rab9 promoter-luciferase reporter, luminescence, 24 h; Potency, µM (series often up to 9.22 µM), for the others: at the highest dose activation, negative = inhibition, usual class: activators; 2.8% of 320,000 active; AID 485297; further: potency means the concentration at half of the fitted maximal effect; % of control where 0% means no effect; nearly all actives have a fitted effect of over 60% in size
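Luminescence from Amplite-detected luciferase (10 minutes, ambient) reports Rab9 promoter activation. Before that, stable Rab9-luciferase Huh7 cells (1500/well, reduced-serum OP-MEM I plus 10% FBS) were exposed to compound for 24 hours at 37C.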
RORgamma inh = blocks mouse ROR gamma transcriptional activity; 5.4% of 310,000 active; Drosophila S2 Gal4-RORgamma UAS-luciferase reporter, 20 h; Potency, µM (doses to about 53.6 µM), for inactives: at the highest dose activity change, negative = inhibition, actives largely listed as inhibitors; AID 2551; further: potency means the concentration at half of the fitted maximal effect; on the % scale 0 is the no-effect control and ±100 the full control effect; nearly all actives have a fitted effect of over 60% in size
Target sequence (P51450 whole entry, looked up, the tested form may be a part): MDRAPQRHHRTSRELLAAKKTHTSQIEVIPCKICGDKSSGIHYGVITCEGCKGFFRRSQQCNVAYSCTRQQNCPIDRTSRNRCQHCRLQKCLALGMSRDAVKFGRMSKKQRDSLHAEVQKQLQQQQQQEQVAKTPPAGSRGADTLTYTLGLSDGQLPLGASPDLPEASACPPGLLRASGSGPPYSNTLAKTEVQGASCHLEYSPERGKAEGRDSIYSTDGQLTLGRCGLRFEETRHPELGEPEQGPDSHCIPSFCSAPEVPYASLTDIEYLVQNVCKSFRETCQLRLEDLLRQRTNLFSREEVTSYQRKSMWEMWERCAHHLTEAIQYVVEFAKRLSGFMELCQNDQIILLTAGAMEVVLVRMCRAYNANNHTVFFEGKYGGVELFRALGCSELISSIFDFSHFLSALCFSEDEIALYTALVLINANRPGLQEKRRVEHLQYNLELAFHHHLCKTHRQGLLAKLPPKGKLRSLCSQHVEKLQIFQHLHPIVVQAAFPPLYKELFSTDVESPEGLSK
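Stable Schneider cell line, Gal4 DNA-binding domain fused to ROR gamma, UAS-luciferase. Cmpd 1 hr RT → CuSO4 700 uM final → 20 hr RT → luciferase reagent 10 min → luminescence.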
VP16 counter = Gal4-VP16 reporter inhibition counter-screen. AID 2546. 3.5% of 310,000 active. Potency, µM (doses to about 53.6 µM), without a hit: at the highest dose activity, negative = inhibition, usual class: inhibitors. Drosophila S2 Gal4-VP16 UAS-luciferase, luminescence, 20 h;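 further: Gal4-VP16 expression switched on by copper sulfate through the metallothionein promoter; potency means the concentration at half of the fitted maximal effect; on the % scale 0 is the no-effect control and ±100 the full control effect; nearly all actives have a fitted effect of over 50% in size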
PKM2 act = PKM2 (human) enzyme activation; P14618; purified PKM2, Kinase-Glo ATP luminescence, activation; response scale: 0% is enzyme alone, no compound; Potency, µM (titrated, usually from 57.5 µM), without a hit: at the highest dose activation, hits mostly activators; 0.34% of 260,000 active; further: potency means the concentration at half of the fitted maximal effect; on the % scale 0 is the no-effect control and ±100 the full control effect; nearly all actives have a fitted effect of over 55% in size
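hPK-M2, >95% pure; 0.1 mM ADP / 0.5 mM PEP final; imidazole pH7.2 buffer w/ 7 mM MgCl2, 50 mM KCl; 1 h RT; Kinase-Glo lum. Intermediate enzyme activity for dual inhibitor/activator qHTS.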
KCNH2 3.1 block = blocks the human KCNH2 3.1 channel isoform; U2OS KCNH2 3.1, thallium flux FluxOr; hits give low values; activity change, % (tested at about 1.8 µM); 0.95% of 340,000 active; AID 720553;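 active means maximum activity change below -70%; inconclusive means maximum activity change from -70% to -50%; inactive means maximum activity change above -50%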;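 further: thallium influx rate constant from kinetic fluorescence after stimulation buffer; on the % scale 0 is the no-effect control and ±100 the full control effect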
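Thallium flux via FluxOr fluorescence (Red40 quencher, 45 min loading) in U2OS cells virally expressing the KCNH2 3.1 isoform (1.77 x 10^8 /mL virus, overnight at 37 C). Rate constants from 2-min kinetic reads post-stimulation, normalised to positive and negative controls.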
MBNL1 CUG block = inhibitors of human MBNL1 binding to CUG repeat RNA | Q9NR56 | TR-FRET MBNL1-His/biotin-(CUG)12 binding, 665/545 ratio | Potency, µM (top dose mostly 57.5 µM), for the others: at the top dose activity change, negative = inhibition, actives largely listed as inhibitors | 0.036% of 280,000 active | AID 2675; active means well fitted inhibition curve with a large enough effect in the signal ratio, with a control signal flat, not every such curve was filed as active; inconclusive means small, poorly fitted or top-dose-only effect, or effect the other way, or a change in a side signal; inactive means no such curve, though single readings can be large or run the other way; the % refers to the signal ratio; further: potency means the concentration at half of the fitted maximal effect; on the % scale 0 is the no-effect control and ±100 the full control effect
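His-tagged MBNL1 binding to biotinylated (CUG)12 RNA was measured by TR-FRET using terbium anti-His antibody (0.055 ng/ul final) and streptavidin-XL665 (5 nM final). Compounds were titrated 92 nM to 58 uM; 60 min at room temperature.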
FLuc counter = inhibits or activates purified firefly luciferase, miR-21 counter-screen; Potency, µM (titrated, usually from 57.5 µM), inactives show at the highest dose activity change, negative = inhibition, most hits filed as inhibitors; 6.9% of 360,000 active; purified FLuc, Km substrates, luminescence inhibition; P08659; AID 588342;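 further: potency means the concentration at half of the fitted maximal effect; plate controls were vehicle for no effect and reference inhibitor for full effect; nearly all actives have a fitted effect of over 55% in size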
Target sequence (P08659 whole entry, looked up): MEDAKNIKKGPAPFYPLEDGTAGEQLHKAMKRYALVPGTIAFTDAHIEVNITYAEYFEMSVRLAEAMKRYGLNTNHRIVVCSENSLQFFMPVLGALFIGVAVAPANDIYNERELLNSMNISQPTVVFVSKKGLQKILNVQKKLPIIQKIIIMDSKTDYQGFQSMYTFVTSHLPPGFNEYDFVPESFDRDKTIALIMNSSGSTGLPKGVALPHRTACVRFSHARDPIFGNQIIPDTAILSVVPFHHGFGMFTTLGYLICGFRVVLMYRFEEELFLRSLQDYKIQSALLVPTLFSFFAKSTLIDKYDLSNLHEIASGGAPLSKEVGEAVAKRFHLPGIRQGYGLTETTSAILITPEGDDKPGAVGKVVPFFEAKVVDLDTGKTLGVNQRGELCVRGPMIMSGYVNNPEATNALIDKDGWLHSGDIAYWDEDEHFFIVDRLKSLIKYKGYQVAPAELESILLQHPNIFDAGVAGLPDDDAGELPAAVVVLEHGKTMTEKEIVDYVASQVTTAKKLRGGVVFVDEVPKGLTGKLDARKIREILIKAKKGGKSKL
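Biochemical qHTS of compounds, final roughly 60 µM downward over six points, against 10 nM purified firefly luciferase using Km concentrations of substrates (10 uM D-luciferin, 10 uM ATP) in Tris acetate pH 7.5 buffer; luminescence output.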
Menin MLL FP TR = menin-MLL binding inhibition, Texas Red mutant peptide; O00255; Menin + Texas Red MLL mutant peptide, fluorescence polarization; Potency, µM (series often up to 61.6 µM), for the others: at the top dose FP activity change, negative = inhibition, hits mostly inhibitors; 0.23% of 270,000 active; AID 1768; active means well fitted inhibition curve with a large enough effect in the polarisation, with a control signal flat, not every such curve was filed as active; inconclusive means small, poorly fitted or top-dose-only effect, or effect the other way, or a change in a side signal; inactive means no such curve, though single readings can be large or run the other way; the % refers to the polarisation; further: potency means the concentration at half of the fitted maximal effect; % of control where 0% means no effect; many of its hits are not listed in these tables
Active calls of the source: *; ? = inconclusive; . = not tested or not shown; & = joins results of further samples; [ ] = another dose, or the depositor's remark. Unless noted, the call rests on the fitted dose curve; in most records, active means well fitted curve in the direction sought with a large enough effect; inconclusive means small, poorly fitted or top-dose-only effect, or another doubt; inactive means no such curve, though single readings can be large; an effect the other way counts as inactive or inconclusive. The list is partial. The share of hits here may be higher or lower than overall.

SMILES	Mito fusion act	NPC1 prom act	ELG1 repair inh	Rab9 prom act	RORgamma inh	VP16 counter	PKM2 act	KCNH2 3.1 block	MBNL1 CUG block	FLuc counter	Menin MLL FP TR
Cc1c(N2C(=O)/C(=C/C3CC=CCC3)SC2=S)c(=O)n(-c2ccccc2)n1C (stereo unspecified)	-5%	1%	-2%	1%	-38%	-12%	1%	9	-2%	-9%	.
O=C(Nc1ccc2c(c1)C(=O)OC2)c1ccc(Cl)cc1	-1%	13%	14%	14%	-5%	9%	4%	16	12%	0%	9%
CCC(C)N(C(=O)Cn1cnc2c1c(=O)n(C)c(=O)n2C)C1CCS(=O)(=O)C1 (stereo unspecified)	-13%	2%	6%	1%	.	.	.	-2	.	-9%	.
COc1ccc(C2=NS(=O)(=O)N(C)C(C(=O)N3C(C)CCCC3C)=C2)cc1 (stereo unspecified)	-2%	-6%	-11%	4%	8%	-5%	-2%	-1	16%	-7%	-14%
O=C(CSc1nc2ccccc2c(=O)n1CCC(=O)N1CCCCC1)NCc1ccccc1	-3%	-4%	15µM*	-4%	?	-5%	-2%	-18	12%	0%	-23%
COC(=O)c1sccc1NS(=O)(=O)c1ccccc1[N+](=O)[O-]	7%	0%	11%	9%	.	.	.	-1	.	2%	.
CCCc1cc(=O)oc2cc(C)cc(OC(=O)c3ccco3)c12	13%	5%	?	20%	?	1%	5%	1	15%	-1%	-18%
CC(C)(C)CC(=O)Nc1nnc(-c2cccs2)s1	3%	3.2µM*	?	3.2µM*	15%	15%	?	0	18%	-18%	-27%
O=c1[nH]c(CSc2nnc(NCCCN3CCOCC3)s2)nc2cc(Cl)ccc12	1%	0%	-6%	1%	11%	-9%	6%	-3	8%	0%	0%
COc1ccc(C2C(C(C)=O)=C(O)C(=O)N2c2ccccn2)cc1 (stereo unspecified)	-1%	-4%	-1%	7%	40%	11%	.	3	22%	-4%	-15%
COc1ccc(COCCN2CCN(S(=O)(=O)c3ccc(C)cc3)CCC2=O)cc1	1%	2%	-13%	-4%	?	-8%&8%	?	-15	-14%	1%	-14%&-11%
CCOC(=O)C1CCN(C(=O)c2n[nH]c(=O)c3ccccc23)CC1	-1%	2%	-1%	-9%	1%	-8%	1%	-9	-13%	6%	-2%
COc1cc(C2/C(=C(\O)c3ccc4c(c3)OCCO4)C(=O)C(=O)N2Cc2ccccc2)ccc1O (stereo unspecified)	-7%	0%	17%	0%	5%	4%	.	8	24%	3%	8%
Cc1nc2ccc(C(=O)OCc3nnc(-c4ccc(Br)cc4)o3)cc2nc1C	0%	-4%	0%	1%	-10%	3%	4%	.	-6%	1%	.
CC(Oc1ccc(Cl)cc1)C(=O)Nc1cccc(S(=O)(=O)N2CCOCC2)c1 (stereo unspecified)	3%	-2%	?	-5%	.	.	.	-2	.	1%	.
CCC(=O)NCCc1nc2ccccc2n1Cc1ccccc1	-2%	1%	18%	4%	12%	-4%	2%	2	?	-2%	-3%
CCOc1cc2oc(=O)c3c(c2cc1Cl)CCC3	3%	-2%	18%	-3%	-5%[0.365 µM]	4%	0%	8	-4%	-2%	2%
Cc1cccc(C(=O)OCC(=O)Nc2c(C)nn(-c3ccccc3)c2C)c1O	6%	0%	3%	3%	.	.	.	2	.	2%	.
COc1cc2c(cc1OC)C(c1c(Cl)cccc1Cl)NC(=O)C2 (stereo unspecified)	4%	1%	8%	9%	-9%	-1%	-1%	-1	-2%	9%	1%
O=S(=O)(NCCc1csc(-c2cccnc2)n1)c1ccc2c(c1)OCCO2	-5%	1%	-3%	-2%	11%	-11%	-3%	-3	9%	0%	3%
COc1cc(OC)c(NC(=O)c2c(-c3ccccc3)noc2C)cc1Cl	1%	-3%	-2%	-4%	-18%	-3%	-2%	-9	-1%	0%	?
Cc1cc(NC(=O)C2CCN(S(=O)(=O)Cc3ccccc3)CC2)ccc1-n1cnnn1	2%	-1%	?	-4%	?	-22%	-6%	-1	4%	-5%	11%
CN(C)c1nc(NCc2ccccc2)nc(SCC(=O)Nc2ccc(Cl)c(Cl)c2)n1	11%	0%	-28%	-1%	?	-18%	-1%	1	0%	1%	5%
Cc1cccc(-n2c(-c3ccncc3)n[nH]c2=S)c1C	4%[9.22 µM]	0%	9%	7%	-28%	-10%	-9%	1	-2%	1%	-3%
CC(=O)NC(=S)Nc1ccc(NC(=O)c2cccnc2)cc1	3%	-7%	0%	0%	29%	6%	-20%	-14	-15%	0%	.
CC1=CS(=O)(=O)CC1Sc1ncn[nH]1 (stereo unspecified)	-3%	-1%	-5%	0%	1%	-7%	0%	2	1%	0%	-2%
Cn1cc(P(=S)(N2CCOCC2)N2CCOCC2)cc1P(=S)(N1CCOCC1)N1CCOCC1	3%	-1%	5%	-1%	-12%	5%	0%	14	-3%	1%	-3%
Cc1ccc(N(CC(=O)NCc2ccc3c(c2)OCO3)S(=O)(=O)c2c(C)noc2C)cc1	2%	6%	-4%	-5%	11%	-4%	-2%	-5	-14%	1%	-2%
CSc1ccc(S(=O)(=O)N2CCC(C(=O)Nc3ccc(C(N)=O)cc3)CC2)cc1	-15%	-2%	26%	-6%	5%	-4%	1%	21	-2%	2%	?
COc1ccccc1-c1nc(-c2ccc(C)nc2OC)no1	5%	4µM*	?	2µM*	-23%	-8%	-11%	5	18%	4.3µM*	-4%
Cc1ccc(C)c(OCCCC(=O)Nc2ccc(N3CCOCC3)cc2)c1	1%	6%	?	-8%	18%	?	8%	.	-7%	-4%	12%
COc1ccc(CN(CC(=O)NCC2CCCO2)C(=O)CNS(=O)(=O)c2ccccc2)cc1 (stereo unspecified)	1%	-8%	3%	-4%	20%	-1%	.	-5	-3%	1%	1%
CC1(C)Cc2nc3sc4c(N(CCO)CCO)nnnc4c3cc2CO1	26%	10%	?	18%	37%	-13%	.	24	-4%	?	17%
COc1ccc(NC(=S)N(CCCN2CCOCC2)Cc2ccccn2)cc1	16%	0%	26%	1%	25%	-2%[10 µM]	-7%	3	-8%	-2%	-18%
O=C(CN1CCCCC1)Nc1nc(-c2ccc(F)c(F)c2)cs1	12%	?	?	?	0%	-3%	0%	?	-5%	?	27%
CCOC(=O)C1=C(C)N(C)C(=O)NC1c1c(OC)ccc2ccccc12 (stereo unspecified)	5%	0%	-4%	-2%	36%	-1%	-2%[11.5 µM]	-8	6%	0%	-16%
Cc1ccc(C)c(NC(=O)CCC(=O)N/N=C/c2ccc[nH]2)c1	-3%	-39%[inhibitor]	6%	-41%[inhibitor]	17%	-12%	2%	1	11%	-1%	19%
CN(C)CC1CCCCC1OC(=O)c1ccc(Cl)cc1Cl (stereo unspecified)	-18%	-1%	10%	-6%	-14%	-1%	15%	4	-1%	-2%	-8%
C[C@H](NC(=O)Nc1ccccc1F)C(=O)O	-4%	-2%	6%	-2%	5%	6%	-3%	-3	0%	-1%	1%
COc1ccc(C(C)=O)cc1COC(=O)c1cc2ccccc2cc1O	-5%	-2%	-19%	-3%	10%	3%	-3%	13	24%	-3%	?
CC(C)CSc1nc2ccccc2n1CC(=O)O	-3%	-1%	5%	1%	6%	-5%	17%	10	?	-2%	-1%
CCCCCn1c(=O)c(C(=O)OCC)c(Cl)c2ccccc21	-5%	-4%	-15%	3%	5%	0%	0%	-12	6%	3%	.
CCc1n[nH]c2c1/C(=N\O)CC(C)(C)C2	-1%	2%	-26%	-7%	-4%[10 µM]	2%	8%	26	-4%	-2%	4%
CCOC(=O)/C(C#N)=C1/C=CN(c2ccccc2)C=N1	-3%	13%	?	?	?	8%	-4%	4	?	?	0%
CC(C)(C)c1nc(NCCO)c2nnn(Cc3ccccc3)c2n1	-1%	1%	-5%	4%	-11%	-6%	1%	16	-2%	1%	3%
COc1ccccc1C(CNC(=O)CNC(=O)c1ccccc1Cl)N1CCCC1 (stereo unspecified)	0%	0%	?	-2%	.	.	.	8	.	-4%	.
c1ccc(CN2CCN(c3nc(-c4ccccc4)nc4ccccc34)CC2)cc1	10%	-1%	?	3%	15%	-2%	-19%	?	-2%	2%	7%
